Growth percent in the NCI-60 one-dose screen (48 h, 10 µM unless noted): 100 = growth as untreated, 0 = no growth, -100 = all killed.
RXF 393: RXF 393 renal cancer cells; actives 6.9% (n = 77,000)
ACHN: ACHN renal cancer; actives 4.9% (n = 81,000)
IGROV1: IGROV1 ovarian cancer; AID 1794786; actives 4.7% (n = 79,000)
SK-OV-3: SK-OV-3 ovarian cancer cells; actives 3.2% (n = 80,000)
UO-31: UO-31 renal cancer. actives 5.2% (n = 81,000). AID 1794768
TK-10: TK-10 renal cancer cells. actives 3.9% (n = 81,000)
SN12C: SN12C renal cancer cells | actives 3.8% (n = 81,000) | AID 1794767
786-0: 786-0 renal cancer cells; actives 5.1% (n = 81,000)
The depositor's hits bear a star; · = not tested or not shown; & = joins results of further samples. How the source made its calls: active means growth percent below 10; inactive means the rest.

No.	SMILES	RXF 393	ACHN	IGROV1	SK-OV-3
1	COc1ccccc1-n1cc(Cn2c(=O)oc3cccnc32)nn1	115	99	91	89
2	COc1ccc(C(=O)CSc2nc(-c3cccc([N+](=O)[O-])c3)c(C#N)c(=O)[nH]2)cc1	99	97	100	79
3	COc1ccc(C(=O)CSc2nccc(Nc3ccc(S(=O)(=O)Nc4nccs4)cc3)n2)cc1	108	100	96	96
4	NNc1c2ccccc2nc2ccccc12	73	47	55	63
5	O=c1/c(=C/c2ccccc2Cl)sc2nc(-c3ccccc3)nn12	100	98	97	104
6	CC(C)N(C)S(=O)(=O)O[C@@H]1C(=O)N(c2cc3c4ccccc4ccc3c3ccccc23)[C@H]1c1ccc(F)cn1	104	98	99	93
7	CC(=O)c1ccc(NC(=O)CSc2nc3[nH]c(=O)n(C)c(=O)c3[nH]2)cc1	·	102	109	103
8	NC(N)=Nc1nc2n[nH]c(N)c2c2nc3ccccc3n12	93	97	95	101
9	CC(=O)O[C@H]1[C@H](O)C[C@]2(C)[C@H]3[C@H](O)C[C@@H]4C5=CC(C)(C)CC[C@]5(C)CC[C@@]4(C)[C@]3(C)CC[C@H]2C1(C)C	121	97	102	88
10	Cn1c([N+](=O)[O-])cnc1/C=C1\Oc2cc(O)ccc2C1=O	82	88	60	96
11	CCCCOC(=O)c1cccc(C(=O)OCCCC)c1	114	97	94	111
12	NC(N)=NCC(=O)Sc1nc(-c2ccco2)cc(-c2ccc(Cl)cc2Cl)n1	99	100	85	98
13	CN1C(=O)N(C)C2Nn3c(s/c(=C\c4ccc(C(F)(F)F)cc4)c3=O)=NC21 (centres undefined)	96	105	101	111
14	Cc1nn(-c2ccccc2)c2ncn(/N=C/c3cccc([N+](=O)[O-])c3)c(=N)c12	76	103	111	108
15	CCOC(=S)SC1CCCC1	97	104	97	108

No.	UO-31	TK-10	SN12C	786-0
1	84	74	104	99
2	73	111	96	99
3	72	108	100	96
4	61	45	52	34
5	59	124	94	101
6	80	115	97	98
7	89	107	105	101
8	102	116	110	113
9	91	115	109	99
10	79	94	93	88
11	88	104	108	98
12	76	129	94	108
13	82	106	100	105
14	78	110	102	77
15	75	111	99	86

The listing continues:
No.	SMILES	RXF 393	ACHN	IGROV1	SK-OV-3
16	CCCCCCCCCCCCCCCCC/C(=N\Nc1ccc([N+](=O)[O-])cc1[N+](=O)[O-])c1ccc(Cl)cc1	108	106	106	103
17	N#CC(Cc1ccccc1)C(=O)O (centres undefined)	106	97	116	92
18	CN(C)c1ccc(/C=N\NC(=O)CCCCC(=O)N/N=C\c2ccc(N(C)C)cc2)cc1	102	105	105	106
19	CCOC(=O)c1c(O)cc(-c2cc(OC)c(OC)c(OC)c2)cc1-c1sc(N(C)Cc2ccccc2)nc1Cl	·	88	87	107
20	OCC1CCCCO1 (centres undefined)	111	104	116	100
21	Cc1cc(C)c2c(N)c3cccc(C)c3nc2n1	·	6.0*	-38*	2.7*
22	CC(C)(C)c1ccc([N+](=O)[O-])cc1[N+](=O)[O-]	102	·	109	100
23	O=C(Nc1cccc(Cl)c1)OCCOc1ccc(Cl)cc1Cl	120	97	105	105
24	CCOC(=O)c1cc(C(=O)c2ccc(OC)c(OC)c2)n2c1ccc1c3ccccc3ccc12	121	96	101	101
25	CCOC(=O)c1cnc2sc(-c3ccccc3)nc2c1N	98	107	101	104
26	O=C(CN1CCN(c2cc3c(cc2F)c(=O)c(C(=O)N/N=C/c2ccc(Br)cc2)cn3C2CC2)CC1)N/N=C\c1ccc(Br)cc1	98	89	62	116
27	CC(=O)c1ccc(NC(=O)N2CCN(c3cc4c(cc3F)c(=O)c(C(=O)O)cn4C3CC3)CC2)cc1	106	106	100	106
28	O=S1(=O)CCCc2c1nnn2-c1ccc(F)cc1	108	109	103	101
29	CCC(c1ccc(O)cc1)C(CC)c1ccc(O)c(O)c1 (centres undefined)	103	105	100	108
30	C/C(=N\Nc1ccccc1)c1ccc(NC2=CC(=O)c3ccccc3C2=O)cc1	92	48	51	65

No.	UO-31	TK-10	SN12C	786-0
16	82	111	100	·
17	99	105	101	102
18	94	96	94	103
19	79	111	86	101
20	91	134	98	100
21	-84*	-1.3*	6.8*	-4.0*
22	93	92	107	94
23	106	105	109	97
24	84	103	96	99
25	85	171	111	99
26	61	100	83	94
27	91	117	99	98
28	88	97	103	99
29	81	96	·	103
30	39	82	63	94

Next records follow.
No.	SMILES	RXF 393	ACHN	IGROV1	SK-OV-3
31	N#Cc1ccc(NC(=O)c2sc3nc4c(cc3c2N)C(=O)CCC4)cc1	119	108	113	106
32	Oc1ccccc1C=NCCN1CCN(CCN=Cc2ccccc2O)C1c1ccccc1O (centres undefined)	123	105	122	105
33	CC(=O)c1cccc(OCCCOc2cccc(C(C)=O)c2)c1	108	107	109	121
34	O=C(/C=C/Nc1ccc(S(=O)(=O)Nc2cnc3ccccc3n2)cc1)c1cc2cc(Br)ccc2oc1=O	99	102	88	112
35	CC(C)Oc1ccccc1C(=O)Nc1ccccc1C(=O)Nc1cccc(S(=O)(=O)C(F)(F)F)c1	102	96	112	125
36	O=C1CCC(NNC(=O)c2ccccc2)N1 (centres undefined)	114	101	106	112
37	CC1=NCCN1CCN	112	97	106	109
38	COc1cc(/C=C2\CC/C(=C\c3cc(CN4CCCCC4)c(O)c(OC)c3)C2=O)cc(CN2CCCCC2)c1O	94	114	97	113
39	Cc1cc(C)c(S(=O)(=O)O)cc1N	106	97	115	96
40	Cc1ccc(C(=O)Nc2ccc3c(c2)CN(C2CCC(=O)NC2=O)C3=O)cc1 (centres undefined)	·	101	83	123
41	CCOC(=O)c1c(C)nc2c(c1N)CC(=O)N2Cc1cccc(OC)c1	100	101	98	92
42	NC(=O)c1cnc(Nc2cccc(N)c2)nc1NCCCNC(=O)C1CCC1	21	49	66	27
43	COc1ccc(C(=O)/C=C/c2cc(-c3cc4ccccc4o3)n(-c3ccccc3)n2)cc1	106	100	103	95
44	Cc1ccc([C@@H]2C[C@H](O)Cc3ccccc3N2)s1	126	104	100	99
45	COC12C=C/C(=C(/C(=O)OCCSc3ccnn3C)C(=O)CCCCCCCCC3(OC)C=C/C(=C(/C(=O)OCCSc4ccnn4C)C(=O)CCCCCCCC1)O3)O2	-79*	4.7*	-3.7*	75

No.	UO-31	TK-10	SN12C	786-0
31	104	66	98	98
32	82	101	102	105
33	91	111	98	102
34	74	153	98	108
35	90	103	94	92
36	94	97	109	97
37	99	101	124	107
38	77	116	106	87
39	73	98	96	97
40	71	79	104	104
41	75	87	97	98
42	28	32	33	77
43	85	94	100	99
44	95	119	·	114
45	15	40	-4.9*	-29*

Continuation.
No.	SMILES	RXF 393	ACHN	IGROV1	SK-OV-3
46	CCCCOc1ccc(Nc2nc3ccccc3nc2Nc2ccc(OCCCC)cc2)cc1	·	98	108	106
47	O=C1/C(=C\c2ccc(Cl)cc2)CN(C(=S)Nc2ccccc2)C/C1=C\c1ccc(Cl)cc1	-89*	-87*	-73*	-42*
48	COc1ccc(/C=C2\C(=O)N=C3N2NC(C#N)(C/C=C/c2ccccc2)C(=O)N3c2ccccc2)cc1 (centres undefined)	94	88	58	89
49	NS(=O)(=O)c1ccc(Nc2ncc3c(n2)CC(c2ccccc2)CC3=O)cc1 (centres undefined)	110	98	111	120
50	Cc1c(Cc2ccc(F)cc2)sc2nc(=O)c3cn(C)nc3n12	115	97	111	103
51	CCCCC(C(C)=O)C(=O)OCC (centres undefined)	125	98	109	113
52	COc1cc(/C=C/c2cc(O)c3cc(C(C)=O)c(=O)oc3c2)cc2c1O[C@]1(C)CC[C@@H](O)C(C)(C)[C@H]1C2	-58*	41	53	64
53	CC1=C(c2cc(-c3ccc(N(C)C)cc3)nc(=O)[nH]2)C(c2ccccc2)NC(=S)N1 (centres undefined)	108	101	98	101
54	C=C(CC(=O)OCCCC)C(=O)OCCCC	109	111	112	117
55	Cc1nc(/N=C(N)/N=C(\N)c2ccccn2)sc1C	99	104	103	106
56	CCOC(=O)c1sc(-c2ccc(OS(=O)(=O)C[C@]34CCC(CC3=O)C4(C)C)c(C=O)c2)nc1C	53	40	-22*	46
57	Cc1ccc(N=C(N)NC#N)cc1C	105	95	102	105
58	O=C1OC2CC13Cc1ccccc1C3(C(=O)O)CC2I (centres undefined)	113	105	89	97
59	Cc1onc(-c2ccccc2)c1C(=O)N/N=C/c1cc(Cl)cc(Cl)c1O	64	22	23	48
60	Cn1c(=O)c2ccccc2n(C)c1=O	118&102	102&107	99&99	107&100

No.	UO-31	TK-10	SN12C	786-0
46	85	92	96	72
47	-95*	-61*	-52*	-86*
48	68	112	82	93
49	81	110	100	87
50	77	95	103	98
51	92	105	107	105
52	-43*	98	65	-1.2*
53	79	102	97	105
54	91	107	110	110
55	91	113	97	101
56	29	5.8*	29	27
57	78	·	105	97
58	70	103	101	95
59	1.5*	40	33	27
60	90&87	89&110	95&102	97&98

Other compounds:
No.	SMILES	RXF 393	ACHN	IGROV1	SK-OV-3
61	CC(=O)c1cc2c(N)c(C(=O)Nc3cccc4cnccc34)sc2nc1C	108	103	110	96
62	O=C(O)COc1ccc(F)cc1	107	111	107	108
63	CS(=O)(=O)Nc1ccc(C(=O)N/N=C/c2ccc(O)cc2)cc1	117	106	97	103
64	COc1ccc(C2=NN(C(C)=O)C(c3cn(-c4ccccc4)nc3-c3ccc(Cl)cc3)C2)cc1 (centres undefined)	-10*	8.5*	54	38
65	Cn1cc(C2=C(c3cccc4ccccc34)C(=O)NC2=O)c2ccccc21	122	93	97	108
66	O=C(c1ccccc1)C(Br)C(Br)c1cccc([N+](=O)[O-])c1 (centres undefined)	-79*	-88*	-30*	·
67	Nc1ccc(C2=NNC(=O)Cc3cc4c(cc32)OCCO4)c(Cl)c1	104	107	100	100
68	Cc1nc(Nc2ccccn2)sc1C1=NNC(c2ccccc2F)C1 (centres undefined)	87	57	64	98
69	Cc1ccc(NC(=O)Cn2nncc2CN2C(=O)CSC2=O)cc1C	103	100	111	90
70	Cc1ccc(-c2ccccc2)cc1	96	109	103	109
71	Cc1nnc2n(Cc3ccccc3)c(=O)c3c4c(sc3n12)CCCC4	88	106	·	178
72	O=C1NC(c2ccccc2)C(c2ccccc2)N1 (centres undefined)	93	101	104	101
73	Cc1ccc(S(=O)(=O)Oc2cc(OS(=O)(=O)c3ccc(C)cc3)cc(OS(=O)(=O)c3ccc(C)cc3)c2)cc1	100	114	·	101

No.	UO-31	TK-10	SN12C	786-0
61	84	110	93	87
62	92	91	98	102
63	86	99	107	103
64	38	12	33	-18*
65	80	129	98	103
66	-75*	-25*	67	90
67	85	118	107	94
68	48	119	58	58
69	92	99	105	108
70	87	98	97	99
71	85	121	108	96
72	68	93	101	99
73	72	156	107	101

Profiles as entered above:
O=C1NC(c2ccccc2)C(c2ccccc2)N1 (centres undefined) reads RXF 393: 93; ACHN: 101; IGROV1: 104; SK-OV-3: 101; UO-31: 68; TK-10: 93; SN12C: 101; 786-0: 99
Cc1ccc(NC(=O)Cn2nncc2CN2C(=O)CSC2=O)cc1C reads RXF 393: 103; ACHN: 100; IGROV1: 111; SK-OV-3: 90; UO-31: 92; TK-10: 99; SN12C: 105; 786-0: 108

Screening data from PubChem.

This is a random part of the collection; any-hit rate near 9.6%.
